Screens as filed in PubChem BioAssay.
12-LOX inh: blocks human arachidonate 12S-lipoxygenase | P18054 | purified 12hLO, xylenol orange hydroperoxide absorbance | Potency, µM (series often up to 108 µM), for the others: at the top dose activity change, negative = inhibition, actives largely listed as inhibitors | 580,000 compounds, 1.1% hits | AID 1671190; active = well fitted inhibition curve with a large enough effect; inconclusive = small, poorly fitted or top-dose-only effect, or another doubt; inactive = no such curve, though single readings can be large or run the other way
Target sequence (P18054 whole entry, looked up): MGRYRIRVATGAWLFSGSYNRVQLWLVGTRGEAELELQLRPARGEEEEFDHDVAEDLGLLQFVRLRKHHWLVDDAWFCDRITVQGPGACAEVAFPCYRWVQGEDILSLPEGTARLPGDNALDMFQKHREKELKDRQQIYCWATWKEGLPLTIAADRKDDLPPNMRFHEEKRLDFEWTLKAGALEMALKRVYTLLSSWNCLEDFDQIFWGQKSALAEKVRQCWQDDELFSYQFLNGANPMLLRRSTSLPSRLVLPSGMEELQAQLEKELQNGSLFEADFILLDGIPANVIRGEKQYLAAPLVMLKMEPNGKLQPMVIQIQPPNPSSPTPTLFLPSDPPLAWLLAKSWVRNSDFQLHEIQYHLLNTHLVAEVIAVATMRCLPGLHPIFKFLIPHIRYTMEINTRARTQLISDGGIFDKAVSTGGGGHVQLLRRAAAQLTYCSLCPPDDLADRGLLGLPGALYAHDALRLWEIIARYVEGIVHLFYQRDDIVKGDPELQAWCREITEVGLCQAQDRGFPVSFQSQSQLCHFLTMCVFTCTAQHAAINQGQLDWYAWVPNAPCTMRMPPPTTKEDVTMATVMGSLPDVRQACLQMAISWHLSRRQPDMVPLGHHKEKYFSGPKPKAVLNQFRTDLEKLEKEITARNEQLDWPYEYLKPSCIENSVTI
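Hydroperoxide product was detected by ferrous iron/xylenol orange as the 573 to 405 nm absorbance ratio. Arachidonic acid at 40 uM (final) was turned over for 30 min at room temperature by 150 nM human 12hLO, pH 7.0 Hepes buffer, after 15 min compound preincubation.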
Active calls of the source: *; [ ] = remark or other dose. % is scaled to controls: 0 for no effect and ±100 for the full control effect; potency is read from the fitted curve at half-maximal effect. This is a subset; the hit share may differ from the screen's.

c1ccc(N2CC3(CN(CC4CC4)CC3CNc3cccnc3)C2)cc1 (centres undefined) was read as 12-LOX inh 71%[activator][176 µM].
O=C(NCc1ccc(F)cc1)C1CCN(c2cc(C(F)(F)F)ncn2)CC1 was read as 12-LOX inh 11%.
`CC(=O)Nc1ccc(CN2CCn3c(nn(-c4ccc(Cl)cc4)c3=O)C2)cc1` gave 12-LOX inh 1%[6.33 µM].
Screening COC(=O)[C@]12C[C@H](CC(=O)NCC3CCCCC3)C(=O)N(Cc3ccc4c(c3)OCO4)C1=C[C@H](C(C)(C)C)O[C@@H]2C returned 12-LOX inh -20%.
`CN1[C@@H](CCC(=O)NCc2ccco2)CNC(=O)[C@@H]2[C@H]1CCN2Cc1cccc(OC(F)(F)F)c1` gave 12-LOX inh -38%.
Screening CCN(CC)C(=O)CCc1c(C)nn(-c2ccccc2)c1Oc1ccc(F)cc1F returned 12-LOX inh inconclusive.
CC(C)(C)C(=O)N1CC[C@H]2CC(=O)N(Cc3cccnc3)CC[C@H]2C1 was read as 12-LOX inh 33%[176 µM].
Cc1ccc(F)cc1CNC(=O)CCc1nnc(CCc2c[nH]c3ccccc23)o1 was read as 12-LOX inh 4%.
Screening COCCN1CC(Cc2cccc(-c3nnc(C)s3)c2)CC1=O (centres undefined) returned 12-LOX inh 38%[activator].
Screening Cc1cnc(C2CCOCC2)n1C1CCCN(C(=O)COc2ccc(F)cc2)C1 (centres undefined) returned 12-LOX inh 37%[activator].
For O=C(NCCc1c[nH]c2ccccc12)c1cnc2c(c1)N(C(=O)CCc1ccccc1)CCC2 the results were 12-LOX inh 5%.
For CC(O)(COc1ccccc1)c1ccc2c(c1)CN(C/C=C/c1ccco1)CCO2 (centres undefined) the results were 12-LOX inh 12%.
Screening OC[C@@H]1CN(C2CCCC2)C[C@H]1c1nc(-c2cccnc2)no1 returned 12-LOX inh 48%[activator].
Cc1ccc(NC(=O)c2cc3n(n2)CC(c2ccc4c(c2)OCO4)OC3)cc1F (centres undefined) was read as 12-LOX inh 24%.
`O=C1NC(=NC2CCCC2)C2(CCCN([S+](=O)([O-])c3cccs3)C2)N1c1cc(F)cc(F)c1` (centres undefined) gave 12-LOX inh 2%[6.33 µM].
For CC(=O)N[C@@H]1CN(C(=O)CCCS(N)(=O)=O)C[C@H]1c1ccc(C)cc1 the results were 12-LOX inh 69%[activator].
O=C(O)c1cccc(C2CCCN(C(=O)c3ccccc3-c3ncn[nH]3)C2)c1 (centres undefined) was read as 12-LOX inh 6%.
Screening COc1cccc(-c2nc3c(Nc4cccc(F)c4)nccc3[nH]2)c1F returned 12-LOX inh inconclusive.
For Cc1cccc(CNC(=O)c2noc(-c3ccc4c(c3)OCO4)n2)c1 the results were 12-LOX inh 4%.
`CCOc1ccc(C2Cn3nnc(-c4nc(-c5cccc(OCC)c5)no4)c3CO2)cc1` (centres undefined) gave 12-LOX inh 61%[activator].

Ordered by heavy-atom count (ascending): part of the list above
Screening OC[C@@H]1CN(C2CCCC2)C[C@H]1c1nc(-c2cccnc2)no1 returned 12-LOX inh 48%[activator].
For CC(=O)N[C@@H]1CN(C(=O)CCCS(N)(=O)=O)C[C@H]1c1ccc(C)cc1 the results were 12-LOX inh 69%[activator].
Screening COc1cccc(-c2nc3c(Nc4cccc(F)c4)nccc3[nH]2)c1F returned 12-LOX inh inconclusive.
O=C(O)c1cccc(C2CCCN(C(=O)c3ccccc3-c3ncn[nH]3)C2)c1 (centres undefined) was read as 12-LOX inh 6%.
Cc1ccc(NC(=O)c2cc3n(n2)CC(c2ccc4c(c2)OCO4)OC3)cc1F (centres undefined) was read as 12-LOX inh 24%.
Screening CCN(CC)C(=O)CCc1c(C)nn(-c2ccccc2)c1Oc1ccc(F)cc1F returned 12-LOX inh inconclusive.
`CCOc1ccc(C2Cn3nnc(-c4nc(-c5cccc(OCC)c5)no4)c3CO2)cc1` (centres undefined) gave 12-LOX inh 61%[activator].
`O=C1NC(=NC2CCCC2)C2(CCCN([S+](=O)([O-])c3cccs3)C2)N1c1cc(F)cc(F)c1` (centres undefined) gave 12-LOX inh 2%[6.33 µM].
For O=C(NCCc1c[nH]c2ccccc12)c1cnc2c(c1)N(C(=O)CCc1ccccc1)CCC2 the results were 12-LOX inh 5%.
`CN1[C@@H](CCC(=O)NCc2ccco2)CNC(=O)[C@@H]2[C@H]1CCN2Cc1cccc(OC(F)(F)F)c1` gave 12-LOX inh -38%.
Screening COC(=O)[C@]12C[C@H](CC(=O)NCC3CCCCC3)C(=O)N(Cc3ccc4c(c3)OCO4)C1=C[C@H](C(C)(C)C)O[C@@H]2C returned 12-LOX inh -20%.

Next section:
Screening CCn1nc(C(C)C)cc1C(=O)N1C[C@@H]2CCN(C)C[C@]2(C(=O)O)C1 returned 12-LOX inh inconclusive.
`COC(=O)c1cccc(NC(=O)CCNc2c(C)nc3cnccn23)c1` gave 12-LOX inh 0%.
Screening O=C(Cc1ccc(Cl)cc1)N1CCC2(CC1)NC(=O)N(c1cccc(F)c1)N2 returned 12-LOX inh 3.2µM*.
Screening COCCn1c(=O)c2c(n1Cc1ccccc1)CN(C(=O)Cc1cccc(F)c1)CC2 returned 12-LOX inh 1%[176 µM].
Screening Cc1cnc(SCc2ccccn2)nc1C1CCCN(C(=O)c2ccc3[nH]c(C)c(C)c3c2)C1 (centres undefined) returned 12-LOX inh 8%.
Cc1ccc(NC2CCCN(C(=O)c3ccc(F)c(F)c3)C2)cc1C (centres undefined) was read as 12-LOX inh 22%.
Screening CNC(=O)CN1CCCC(N2CCN(c3cccc(C(F)(F)F)c3)CC2)C1 (centres undefined) returned 12-LOX inh inconclusive.
`COC(=O)C1CN(CCc2ccccc2)CCS(=O)(=O)N1Cc1ccc(Cl)cc1` (centres undefined) gave 12-LOX inh 13%.
For CCCNC(=O)C1COC2(CCN(C(=O)c3ccc(OC)cc3)CC2)N1C(=O)c1ccc(OC)cc1 (centres undefined) the results were 12-LOX inh 21%.
`CCC1c2nccn2CCCN1C(=O)Cn1c(=O)oc2ccccc21` (centres undefined) gave 12-LOX inh 10%.
For CCN(CC)Cc1cnc2c(C(=O)NCCc3cnccn3)cnn2c1 the results were 12-LOX inh 89%[activator].
For O=C([C@H]1C[C@H](Oc2ccccc2)CN1C(=O)c1cc(F)ccc1F)N1CCOCC1 the results were 12-LOX inh 37%.
COCc1nc(N2CC3C[C@@H]4CC2C[C@H](C3)C4)c2cnn(C)c2n1 was read as 12-LOX inh 19%.
Screening CCn1nccc1C(=O)N1CCC2(CC1)CC(N(C(=O)c1ccccc1)C1CC1)CCO2 (centres undefined) returned 12-LOX inh 37%[activator].
CCOCCNc1nccc(C2(c3ccccc3Cl)CCNCC2)n1 was read as 12-LOX inh 4%.
`F[C@@H]1CN(C2CCC2)C[C@@H]1OCc1nc2ccccc2o1` gave 12-LOX inh 12%[176 µM].
Screening COc1ccc(C(=O)N2CCC(N3CC4CC(C3)[C@H]3CCCC(=O)N3C4)CC2)cn1 (some centres undefined) returned 12-LOX inh 33%.
Brc1ccc2c(c1)-n1c(nc3ccccc31)CN2 was read as 12-LOX inh inconclusive.
N#Cc1cccc(C(=O)NC2CCN(c3cc(-c4ccc(Cl)cc4)[nH]n3)CC2)c1 was read as 12-LOX inh 5%.
For Cc1ncccc1C(=O)NC(CC(C)C)c1nnc2n1CCNCC2 (centres undefined) the results were 12-LOX inh 6%.
CCCCCCCCN1C(=O)[C@@H](CC(=O)N2CCC(c3ccccc3)CC2)C[C@@]2(C(=O)OC)C1=C[C@H](C1CCCC1)O[C@@H]2C was read as 12-LOX inh -10%.
`COc1ccc2c3n([n+]([O-])c2c1)C(C)CN=C3c1ccc(C)cc1` (centres undefined) gave 12-LOX inh inconclusive.
`C[C@@H]1C=CCCO[C@]12C(=O)N(Cc1ccc(Br)cc1)c1ccccc12` gave 12-LOX inh inconclusive.
`C=CCn1c(CN2CCC3(CC(=O)NC3=O)C2)nc2ccccc21` (centres undefined) gave 12-LOX inh 74%[activator].
`COc1ccccc1CNC[C@H]1O[C@H](Cc2cc(-c3ccccc3)on2)CC[C@@H]1O` gave 12-LOX inh 33%[activator][176 µM].
O=C(Cn1ccn2nc(-c3ccccc3)c(CO)c2c1=O)Nc1cccc(Cl)c1 was read as 12-LOX inh -8%.
For CCC(=O)N1CCC2(CC1)NCCc1c2[nH]c2ccc(OC)cc12 the results were 12-LOX inh 40%[activator].
Screening CC(=O)Nc1ccc(CN2CCC3(C2)NC(=O)c2ccccc2CO3)cc1 (centres undefined) returned 12-LOX inh 17%.
`CC(C)c1noc(-c2cn(C3CCCN(C(=O)c4ccc(Cl)cc4)C3)nn2)n1` (centres undefined) gave 12-LOX inh 1%.
Screening COc1cccc2c1OCCCN(c1cc(C3CC(O)C3)nc(N)n1)C2 (centres undefined) returned 12-LOX inh 24%.
Screening Cc1cc(C(=O)N2CCC(n3c(C)cnc3C3CCC3)CC2)nn1C returned 12-LOX inh 1%.
For COCCOc1cc(-c2noc([C@@H]3CCCN3Cc3ccc(C(=O)O)cc3)n2)ccn1 the results were 12-LOX inh 0%[176 µM].
Screening O=C(NCc1nnc2c(-c3nc(C4CC4)no3)cccn12)c1ccc2ccccc2n1 returned 12-LOX inh 11%.
`N#Cc1ccc(CN2CCC3(CN[S+](=O)([O-])c4ccccc4N3)C2)cc1` (centres undefined) gave 12-LOX inh 36%[activator].
`CCN1C(=O)C2CC3(CCN(C(=O)c4ccncc4)CC3)CN2C1=O` (centres undefined) gave 12-LOX inh 26%.
For COc1ccc(-c2noc(-c3cccn3CC(=O)Nc3cc(Cl)ccc3OC)n2)cc1F the results were 12-LOX inh inconclusive.
`COc1cccc(N2CC(C(=O)NC(C)C)NC2=O)c1` (centres undefined) gave 12-LOX inh 25%[176 µM].
For CCCN(CC1CCOC1)C(=O)c1ccccc1C(F)(F)F (centres undefined) the results were 12-LOX inh 30%.
For CCn1c(C2CCCNC2)nn(CCn2cnc3c2c(=O)n(C)c(=O)n3C)c1=O (centres undefined) the results were 12-LOX inh 17%.
Screening O=C1CC(c2ccccc2)N(C(=O)CNC(=O)C2CCC2)CCCCCN1 (centres undefined) returned 12-LOX inh 21%.
For CCn1nccc1C(=O)N1CCCCCNC(=O)[C@@H]2CCC[C@@H]21 the results were 12-LOX inh 15%.
Cc1nc2cccnc2n1CC1CCCN(S(=O)(=O)c2cc(F)cc(F)c2)C1 (centres undefined) was read as 12-LOX inh 34%[activator].
Cc1cc2nc(N3CCCN(Cc4cccn4-c4ncccn4)CC3)nc(C)c2cc1C was read as 12-LOX inh 19%.
Screening CC(c1nn[nH]n1)n1ccnc1-c1cn(C2CCNCC2)nn1 (centres undefined) returned 12-LOX inh 52%[activator].
Screening NC(=O)CN1C(=O)CO[C@H]2CN(CC3CCCCC3)C[C@H]21 returned 12-LOX inh -2%[176 µM].
`c1cncc(Nc2cc3c(cn2)CN(Cc2ccsc2)CCN3)c1` gave 12-LOX inh 28%[176 µM].
`CNC(=O)[C@@H]1C[C@@H](Nc2ncnc(Oc3cccnc3C)c2C)CN1C` gave 12-LOX inh 21%.
Screening COC1CCOC2(CCN(C(=O)c3cc(-c4ccccc4)n[nH]3)CC2)C1 (centres undefined) returned 12-LOX inh 19%.
For Cc1cccc(-c2cccc(C(=O)N3CCc4c(cnc(C)c4CNC(=O)c4cncs4)C3)c2)c1 the results were 12-LOX inh -41%.
Cc1noc(C)c1C(C(=O)O)N(C)Cc1nc(-c2ccccn2)no1 (centres undefined) was read as 12-LOX inh 122%[activator].
`COc1ccc(CN2Cc3cc(NC(=O)c4ccccc4F)ccc3OC(C)C2=O)c(OC)c1` (centres undefined) gave 12-LOX inh 10%.
Screening O=C1CC2CCCC(C1)N2C(=O)c1ccc2c(c1)OCO2 returned 12-LOX inh 18%[176 µM].
For CCC(CN)=C(c1ccccc1)c1ccccc1 the results were 12-LOX inh 2%[22.9 µM].
For CNC(=O)[C@@H]1C[C@H](NC2CCCCCCC2)CN1Cc1cccc(OC)c1OC the results were 12-LOX inh 14%.
Screening COCC1CN(C(C)=O)CC12CCN(Cc1ccc(Br)o1)CC2 (centres undefined) returned 12-LOX inh 30%.
O=C(c1ccccc1F)N1CCn2ncc(C(=O)N3CCOCC3)c2C1 was read as 12-LOX inh -2%[6.33 µM].
For COCCn1ncc(N2CCCC(CC(=O)N(C)Cc3ccccc3)C2)cc1=O (centres undefined) the results were 12-LOX inh 28%.
`COCC(=O)N1CCC2(CC1)Nc1ccccc1NC2=O` gave 12-LOX inh 51%[activator].
For CC(=O)N1CC2(Cc3ccccc31)CN([S+](=O)([O-])c1cccs1)C2 the results were 12-LOX inh 23%.
Screening CN1CCN(c2nc3c(c(=O)[nH]2)CCN(Cc2ccc4[nH]ccc4c2)CC3)CC1 returned 12-LOX inh 8%.
Screening CCn1cc(CN2CCC3(CCC3NC(=O)COC)CC2)cn1 (centres undefined) returned 12-LOX inh 42%[activator].
`CC(=O)N1C[C@@H]2CCCN3CCC[C@@H]([C@H]23)[C@H]1CCCC(=O)N1CCN(C)CC1` gave 12-LOX inh 80%[activator].
`COC[C@H]1C[C@@H](NCc2ccc(F)cc2)[C@H](O)[C@@H]1O` gave 12-LOX inh 2%[176 µM].
O=C(Cc1noc2ccccc12)N1CCCn2nc(CO)cc2C1 was read as 12-LOX inh 62%[activator].

Pulled by structure from the list above (two):
CCCCCCCCN1C(=O)[C@@H](CC(=O)N2CCC(c3ccccc3)CC2)C[C@@]2(C(=O)OC)C1=C[C@H](C1CCCC1)O[C@@H]2C was read as 12-LOX inh -10%.
For COCCn1ncc(N2CCCC(CC(=O)N(C)Cc3ccccc3)C2)cc1=O (centres undefined) the results were 12-LOX inh 28%.
